MT stabilizer: stabilizes microtubules in HeLa cells; HeLa tubulin immunostaining HCS, 24 h; share of cells brighter than vehicle mean+2SD; % tubulin-high responders, % at 10 µM; 0.83% of 200,000 active; AID 2205;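 active = plate Z-score above 3 for both tubulin-high and condensed-nucleus cell shares, with cell loss under 80%, at 10 µM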;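 also: anti alpha tubulin signal scored within the nucleus-defined area of each cell; some results filed as inactive read as strong as hits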
West Nile antiviral: inhibition of WNV-induced cytopathic effect – cell-based, CPE readout (AID 1621); West Nile virus-infected cells, CPE inhibition; higher % means a stronger effect; one-dose CPE inhibition, % at 10 µM; IC50 in µM for titrated hits; 0.02% of 290,000 active; in the data active = a potency from the dose series; also: strong numbers were not always called active
Autophagy mod: autophagy modulation, high-content screen; MEF GFP-LC3 puncta imaging; test concentration mostly 10 µM; calls only at 10 µM (by protocol); 0.98% of 190,000 active;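 active = percentage of spot-positive cells more than 3 SD above its plate mean, without a fluorescence outlier flag or 80% toxicity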;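 also: spot-positive cell cutoff set from DMSO-treated cells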
Myeloid diff 2: myeloid differentiation induction; ER-HoxA9 myeloid progenitors, lysozyme-GFP differentiation, flow cytometry; calls only at 10 µM; 1% of 360,000 active; AID 624256;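 active = normalized GFP-positive differentiation at or above the plate's own cutoff, the solvent-only control mean plus 3 SD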;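 also: cells exposed to compound for four days before flow analysis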
T cell modulator: T cell immune modulation candidate; 0.068% of 330,000 active; calls only at 7 µM; AID 2052; 2C CD8+ T cell-vesicle binding, flow cytometry; active compounds read low;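 active = response, share of CD8 T cells binding vesicles, and their 90th percentile fluorescence all below set limits, cut at about 80% in these data, passing the limit was not always enough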
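incubation = binding step 1.5 h, 37 °C, antibody labelling 20 min, ice | test system = 2C mouse CD8+ T cells | read-out basis = percent CD8+ FL2 mean versus row control | controls = Peptide-free naked vesicles (low) and QL9 vesicles with 0.7% DMSO vehicle (high) | detection = flow cytometry of vesicle-bound cells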
Ins promoter up: MIN6 insulin promoter up-regulation; MIN6 insulin promoter-GFP reporter, high-content imaging; active compounds read high; z-score at 5 µM; 0.3% of 190,000 active; AID 1625;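 active = z-score above 3 at 5 µM with at least 500 cells counted in the well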
WT yeast gro inh: growth inhibition of WT yeast, mitochondrial fusion screen | mitochondrial fusion phenotypic screen, WT strain | inhibition, % at 10 µM | 2.1% of 190,000 active | AID 1362; in the data active = inhibition above about 58%; tested in S. cerevisiae
Hep lipid drop: hepatic lipid droplet formation modulation | AML12 mouse hepatocytes, oleate lipid droplets, BODIPY imaging | inhibition, % at 6.5 µM | 0.4% of 240,000 active;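 active = lipid droplet intensity inhibited by at least 50%, with more than 500 cells counted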
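Test system: AML12 hepatocytes (mouse); reagent: oleate loading, 100 µM; dosing: one dose, 6.5 µM compound; incubation: overnight exposure; signal: fluorescence imaging, 20x objective, two fields per well; read-out basis: % inhibition of corrected integrated BODIPY droplet signal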
b-catenin transl: alters nuclear translocation of beta-catenin in HeLa cells. immunofluorescence imaging. nuclear translocation activity, % at 5 µM. 0.3% of 190,000 active. AID 1665;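 active = nuclear translocation activity above 50% at 5 µM, with a well cell count of 50 or more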;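 also: per-cell ratio of nuclear to cytoplasmic median beta-catenin stain intensity; plate controls were DMSO negative control for no effect and GSK-3 inhibitor IX positive control for full effect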
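System: Human HeLa cells, endogenous beta-catenin | Compound dosing: 5 µM primary, 0.02–20 µM confirmation | Timing: 24 h compound exposure at 37°C, 5% CO2 | Measured by: Fluorescence imaging of beta-catenin antibody stain plus DAPI | Read-out basis: % activation of per-cell nuclear versus cytoplasmic median beta-catenin signal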
WT yeast gro inh mutant strain: also measured in WT yeast gro inh; calls as there; inhibition, %; mitochondrial fusion phenotypic screen, mutant strain inhibition
Ins promoter up cell count: further read-out of Ins promoter up, marked with its call; cell count; measured here: cytotoxicity, nuclei count;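 total cells summed across four imaged fields per well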
Hep lipid drop cells 6.5 µM: second read-out of Hep lipid drop, no call of its own (marks repeat the call); cell count; measured here: cell count, cytotoxicity flag;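 cells counted across two imaged fields per well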
b-catenin transl cell count 5 µM: also measured in b-catenin transl; calls as there; cell count; measured here: cell count, cytotoxicity flag
T cell modulator vesicle-bound %: recorded beside T cell modulator, whose call it bears; double positive events, %; measured here: CD8+ vesicle-bound cell fraction;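 binding gate set so that unloaded-vesicle control wells show 10% double positive cells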
MT stabilizer Hoechst-high %: recorded beside MT stabilizer, whose call it bears; % Hoechst-high responders; measured here: nuclear condensation Hoechst responders;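 share of cells brighter than vehicle mean plus two SD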
MT stabilizer cytotoxicity %: further read-out of MT stabilizer, marked with its call; toxicity, %; measured here: cytotoxicity by cell density;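 0% = mean cell density of plate MIN control wells and 100% = no cells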
Autophagy mod cell loss 18 h: further read-out of Autophagy mod, marked with its call; toxicity, %; measured here: cell loss, nuclei count;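 cell loss after 18 h compound exposure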
Myeloid diff 2 GFP+ MAC1+ %: second read-out of Myeloid diff 2, no call of its own (marks repeat the call); GFP+ MAC1+ double positive, %; measured here: differentiation confirmed by MAC1 staining
The depositor's hits bear a star; i = inactive; . = not tested or not shown; + = active, no number; & = joins results of further samples. Some of the compounds tested, so the mix of outcomes need not match the whole.

SMILES	MT stabilizer	MT stabilizer Hoechst-high %	MT stabilizer cytotoxicity %	West Nile antiviral	Autophagy mod	Autophagy mod cell loss 18 h	Myeloid diff 2	Myeloid diff 2 GFP+ MAC1+ %	T cell modulator	T cell modulator vesicle-bound %	Ins promoter up	Ins promoter up cell count	WT yeast gro inh	WT yeast gro inh mutant strain	Hep lipid drop	Hep lipid drop cells 6.5 µM	b-catenin transl	b-catenin transl cell count 5 µM
Cc1ccc(Cn2cc(C=O)c(-c3ccc(C)cc3)n2)cc1	6.5	2.5	6.5	-1.8%	i	6	i	0.6	i	24	-0.09	1291	28	11	2	667	-2.4	1034
C=C(COC(C)=O)CC1CC(O)[C@]2(C)OC3CC4OC5C[C@]6(C)O[C@]7(C)CCC8OC9C[C@]%10(C)OC%11C(C)=CC(=O)OC%11CC%10OC9C[C@@H](C)C8OC7CC6O[C@]5(C)C/C=C\C4OC3CC2O1 (some centres not stated)	.	.	.	1.3%	.	.	i	4.1	.	.	0.35	847	.	.	10	689	4.0	1340
Cc1cccc(OCCn2cccc2/C=C2/C(=O)NC(=O)N(Cc3ccco3)C2=O)c1	.	.	.	-0.3%	.	.	i	1.0	i	32	1.5	1176	.	.	-1	705	-1.6	1357
Cc1cccc(C)c1NC1=NCCCS1	1.8	1.3	4.3	0.1%	i	-8	i	1.9	i	33	0.17	692	10	-1	.	.	3.0	1157
c1ccc2c(NC3=NCCS3)cccc2c1	3.8	2.4	6.6	0.1%	i	1	i	0.7	i	60	-5	658	13	6	10	788	-2.5	1224
CN1C(=O)C(=Cc2cn(CC#N)c3ccccc23)C(=O)N(C)C1=O	.	.	.	-0.5%	.	.	i	0.3	i	10	.	.	.	.	-4	821	.	.
CCOC(=O)C1=C(C)OC(N)=C(C(=O)OCC)C12C(=O)Nc1ccc(Br)cc12 (configuration not stated)	6.4	4.4	4.6	0.1%	i	22	i	0.7	i	42	-0.13	872	14	5	0	715	-2.5	1155
Nc1ccccc1C(=O)c1ccccc1	4.2	3.0	3.7	-1.0%	i	5	i	0.9	i	32	-0.18	1035	-2	1	.	.	-6.5	1140
O=c1[nH]c(=O)n(C2CCCCCC2)c(O)c1C=NCCCN1CCOCC1	2.9	1.3	12	0.5%	i	-6	i	0.3	i	36	-0.07	1111	8	16	.	.	1.3	1128
O=C(COc1ccccc1)N1CCN(C2CC3CCC2C3)CC1 (configuration not stated)	2.3	1.8	2.1	0.0%	i	-3	i	2.0	i	24	.	.	1	8	-4	704	-2.3	571
CC(C)(C)c1ccc(O)c(CN2CCN(c3ccccc3)CC2)c1	3.9	0.9	0.2	-0.9%	i	15	i	0.0	i	19	-0.47	1311	2	-9	.	.	1.0	1336
CC(=NCCC1=CCCCC1)c1c(O)[nH]c(=O)[nH]c1=O	2.4	1.2	5.8	-0.2%	i	-10	i	0.8	i	17	-0.45	1418	-11	0	.	.	-1.8	1049
COc1ccc(CCNCc2ccccn2)cc1OC	3.0	1.5	2.8	0.3%	i	4	i	0.9	i	25	0.53	1284	-1	11	0	777	3.6	1109
CC(C)Sc1nnc(OC(=O)N(C)C)n1-c1ccccc1	.	.	.	0.4%	.	.	i	0.4	i	18	-0.12	1146	.	.	6	716	-0.5	1246
CCCCn1c(NC(=O)c2ccc(Br)o2)c(C(=O)OCC)c2nc3ccccc3nc21	2.5	2.9	10	-0.6%	i	1	+	0.4*	i	47	0.14	1055	-12	-14	2	715	0.1	518
COC(=O)C1C(OC(=O)c2ccccc2)CC2CCC1N2C (configuration not stated)	5.0	1.2	5.9	0.0%	i	-6	i	3.9	i	4&46	-0.31	1399	6	10	3	705	-1.5	1122
COc1ccc(C)cc1NC1=NC(C)(C)CS1	2.5	2.0	10	-1.1%	i	6	i	0.1	i	35	-1.3	1359	24	19	-2	724	-3.7	1122
N#Cc1ccc(/C=C/C(=O)O)cc1	.	.	.	0.5%	.	.	i	1.1	i	34	-0.44	1469	.	.	20	756	-2.3	1202
CNC(=O)Oc1cccc(-c2cn3cc(Cl)ccc3n2)c1	1.2	3.4	9.3	-1.8%	i	1	i	0.6	i	47	-0.23	1176	9	10	5	745	.	.
N#CCCn1cc(C(=O)Nc2ccc([N+](=O)[O-])cc2)c(-c2ccc3c(c2)OCCO3)n1	5.3	2.1	15	0.8%	i	-14	i	1.1	i	13	-0.27	1431	-10	8	8	541	0.7	1054
O=c1[nH]c(=O)n(C2CCCCCC2)c(O)c1C=NCC1CCCO1 (configuration not stated)	2.5	2.4	12	0.4%	i	-3	i	0.7	i	32	0.08	1316	8	0	.	.	-5.3	1075
CCN1CCN(C(=O)Cc2c(C)n(C(=O)c3ccc(Cl)cc3)c3ccc(OC)cc23)CC1	4.0	1.4	5.1	0.1%	i	-8	i	1.2	i	5	0.08	1424	8	-4	4	646	-3.3	1092
Cc1cc(/C=C2/C(=O)NC(=O)N(c3ccc(Br)cc3)C2=O)c(C)n1C	.	.	.	0.4%	.	.	i	0.1	i	41	0.66	1456	.	.	0	672	-3.8	1182
Cc1nn(C)c(C)c1/C=C1/CC2C3CC=C4CC(O)CCC4(C)C3CCC2(C)C1=O (configuration not stated)	1.7	0.1	27	-0.2%	i	-3	i	1.2	i	63	.	.	22	6	-4	728	-1.5	1088
Cc1cccn2c(=O)c3c(nc12)N1CCc2ccccc2C1C1(C3)C(=O)NC(=O)N(C)C1=O (configuration not stated)	1.7	0.8	9.9	1.0%	i	37	i	0.7	i	10	0.44	706	-6	-4	9	720	-1.3	1078
CC(=O)Nc1cc(C(=O)N2CCC3(CC2)OCCO3)ccc1S(=O)(=O)c1ccc(Cl)cc1	1.1	1.5	5.6	-0.1%	i	-9	i	13	.	.	.	.	.	.	2	766	.	.
Clc1ccccc1CN1CCN(c2ccccc2Cl)CC1	4.7	0.3	29	0.1%	i	11	i	6.2	i	16	.	.	70*	63*	6	781	.	.
Cn1cc(C(=O)NP(=O)(N2CCOCC2)N2CCOCC2)c2ccccc21	5.5	1.7	8.2	-0.3%	i	-7	i	0.1	i	58	-0.14	1125	11	5	-2	688	-1.8	1059
Fc1ccc(CCNCc2ccccc2Cl)cc1	1.9	1.6	2.2	-0.5%	i	-1	i	1.2	i	11	.	.	-6	-1	17	751	.	.
O=c1[nH]c(=S)n(CCC2=CCCCC2)c(O)c1/C=N/N1CCOCC1	.	.	.	-0.1%	.	.	i	0.6	i	34	-0.04	1136	.	.	6	753	-0.8	1333
Cc1ncc(CN2CCCC(C(=O)c3ccc(C(C)(C)C)cc3)C2)s1 (configuration not stated)	1.6	1.9	6.0	-1.0%	i	6	i	0.6	i	55	.	.	31	28	8	724	0.0	923
CC(C)C[C@H](NC(=O)[C@@H]1CCCN1C(=O)[C@@H](N)Cc1ccc(O)cc1)C(=O)NCC(N)=O	3.5	2.4	7.2	0.3%	i	23	i	2.5	i	13	.	.	-12	-10	2	770	-1.4	563
Cc1cccc(-n2c(O)c(/C=N/Nc3nc4c(c(=O)n(C)c(=O)n4C)n3C)c(=O)[nH]c2=S)c1	3.1	2.8	6.1	-0.2%	i	-7	i	1.0	i	47	-0.04	1536	6	11	10	653	0.9	1121
CCCC(=O)NC(Oc1ccc(OC)cc1)C(Cl)(Cl)Cl (configuration not stated)	2.0	2.5	5.7	0.0%	i	8	i	0.4	i	14	-0.29	1335	5	1	2	753	-0.3	1526
Cn1c(O)c(/C=C/C=Nc2ccccc2)c(=O)n(C)c1=S	10	1.9	13	-0.4%	i	-3	+	1.0*	i	45	0.11	1408	-7	2	6	703	.	.
Cc1ccc(/C=C2\C(=O)NC(=O)N(CCc3ccc(F)cc3)C2=O)s1	2.6	2.4	4.2	-0.4%	i	14	i	0.8	i	46	.	.	11	12	23	756	-5.9	553
O=C(NCC(c1cccnc1)N1CCN(c2ccccc2F)CC1)Oc1ccccc1 (configuration not stated)	3.1	2.0	8.0	-0.1%	i	-2	i	0.9	i	42	0.74	780	-13	-4	0	812	.	.
COc1ccc(/C=C2\C(=O)NC(=O)N(Cc3ccccc3)C2=O)c(OC)c1OC	1.3	0.9	0.1	-0.2%	i	33	i	0.3	i	62	0.82	1625	11	7	-21	657	-1.1	975
Nc1nc(SCCC(F)=C(F)F)n[nH]1	1.6	1.3	7.2	-0.1%	i	-20	i	0.1	i	5	-0.2	1470	4	-1	0	735	1.0	1423

Part of the list above in order of molar mass, rising:
SMILES	MT stabilizer	MT stabilizer Hoechst-high %	MT stabilizer cytotoxicity %	West Nile antiviral	Autophagy mod	Autophagy mod cell loss 18 h	Myeloid diff 2	Myeloid diff 2 GFP+ MAC1+ %	T cell modulator	T cell modulator vesicle-bound %	Ins promoter up	Ins promoter up cell count	WT yeast gro inh	WT yeast gro inh mutant strain	Hep lipid drop	Hep lipid drop cells 6.5 µM	b-catenin transl	b-catenin transl cell count 5 µM
CC(C)Sc1nnc(OC(=O)N(C)C)n1-c1ccccc1	.	.	.	0.4%	.	.	i	0.4	i	18	-0.12	1146	.	.	6	716	-0.5	1246
CN1C(=O)C(=Cc2cn(CC#N)c3ccccc23)C(=O)N(C)C1=O	.	.	.	-0.5%	.	.	i	0.3	i	10	.	.	.	.	-4	821	.	.
Cc1cc(/C=C2/C(=O)NC(=O)N(c3ccc(Br)cc3)C2=O)c(C)n1C	.	.	.	0.4%	.	.	i	0.1	i	41	0.66	1456	.	.	0	672	-3.8	1182

Source: PubChem BioAssay
